Assay outcomes: PubChem BioAssay, National Center for Advancing Translational Sciences (NCATS)
TDP-43 yeast inh = inhibitors of TDP-43 toxicity in yeast | TDP-43 expressing yeast growth rescue, BacTiter-Glo, 24 h | Potency, µM (doses to about 46.1 µM), inactives show at the highest dose growth rescue (activation), hits mostly activators | actives 1.8% (n = 410,000) | AID 652104; note: potency is the fitted concentration of half-maximal effect; % of control where 0% means no effect; nearly all actives have a fitted effect of over 50% in size
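Yeast cells expressing TDP-43 under galactose induction are exposed to compounds for 24 hr at 30 deg C. BacTiter-Glo luminescence measures growth, so protective compounds score as activators.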
GLP-1R inv ag = acts as inverse agonist at human GLP-1 receptor; HEK293 GLP-1R CRE-luciferase, luminescence, 24 h; GLP-1R form is constitutively active; Potency, µM (titrated, usually from 38.3 µM), for inactives: at the highest dose activity change, negative = inhibition, usual class: inhibitors; actives 1.6% (n = 410,000); AID 624417; note: potency is the fitted concentration of half-maximal effect; % is set by controls: 0 for no effect and ±100 for the full control effect; nearly all actives have a fitted effect of over 55% in size
Target sequence (P43220 whole entry, looked up): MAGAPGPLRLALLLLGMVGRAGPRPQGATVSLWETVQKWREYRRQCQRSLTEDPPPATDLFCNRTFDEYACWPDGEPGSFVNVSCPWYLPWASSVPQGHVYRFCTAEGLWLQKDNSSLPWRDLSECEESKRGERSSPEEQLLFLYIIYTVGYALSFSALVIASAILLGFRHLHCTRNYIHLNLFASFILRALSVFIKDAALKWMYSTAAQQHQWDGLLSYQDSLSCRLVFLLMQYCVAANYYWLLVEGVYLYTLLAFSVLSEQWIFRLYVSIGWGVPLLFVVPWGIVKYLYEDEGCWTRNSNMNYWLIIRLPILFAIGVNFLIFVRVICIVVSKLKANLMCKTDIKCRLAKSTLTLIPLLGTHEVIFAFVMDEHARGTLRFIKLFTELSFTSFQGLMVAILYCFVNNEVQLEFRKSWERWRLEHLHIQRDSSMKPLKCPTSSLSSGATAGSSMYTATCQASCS
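Constitutively active GLP-1R drives a cAMP-responsive luciferase in stably transfected HEK293 cells; test compounds are added after overnight (12 h) attachment and left 24 hr, and signal loss in luminescence marks inhibition.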
aSyn yeast inh = alpha-synuclein toxicity inhibition in yeast. actives 0.14% (n = 370,000). Potency, µM (top dose mostly 46.1 µM), for the others: at the highest dose growth rescue (activation), most hits filed as activators. Yeast expressing alpha-synuclein, growth rescue, BacTiter-Glo, 24 h; note: potency is the fitted concentration of half-maximal effect; % of control where 0% means no effect; nearly all actives have a fitted effect of over 65% in size
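Screening used galactose-induced yeast with toxic alpha-synuclein levels, exposed to compound for 24 hr at 30 deg C. Cell growth, read with BacTiter-Glo luminescence, gave the measured signal.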
GLP1R cytotox = cytotoxicity counter-screen for GLP-1 receptor inverse agonists; HEK293 cAMP-luciferase reporter cells, luminescence, 24 h; Potency, µM (titrated, usually from 38.3 µM), inactives show top-dose activity change, negative = inhibition, most hits filed as inhibitors; actives 0.13% (n = 410,000); AID 624418;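 note: loss of luciferase light is scored as toxicity; potency is the fitted concentration of half-maximal effect; % is set by controls: 0 for no effect and ±100 for the full control effect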
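Luminescence readout: signal drop marks cytotoxicity. Plated cells grew 12 h at 37 °C, 5% CO2, received 23 nL compound for 24 h, then got luciferase reagent, read after 12 min at RT.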
FUS yeast rescue = suppressors of FUS proteinopathy in yeast. S. cerevisiae FUS-expressing, growth rescue, OD600, 24 h. Potency, µM (top dose mostly 76.6 µM), for inactives: at the highest dose growth rescue (activation), usual class: activators. actives 0.24% (n = 390,000);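 note: potency is the fitted concentration of half-maximal effect; plate controls were DMSO vehicle for no effect and reference control for full effect; nearly all actives have a fitted effect of over 55% in size; some results filed as inactive show a strong effect at the top dose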
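Cultures pregrown in 2.5% raffinose medium are shifted to minimal medium containing 2% galactose to express toxic FUS. Compounds are tested at several concentrations. After 24hr at 30C, growth is quantified at 600 nm absorbance.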
PTHR1 ag = PTHR1 (human) receptor agonism; HEK293 GP2 PTHR1 cells, GloSensor cAMP luminescence, 1 h; Potency, µM (highest dose often 115 µM), for the others: at the top dose activation, actives largely listed as activators; actives 0.075% (n = 410,000); AID 743266; note: potency is the fitted concentration of half-maximal effect; nearly all actives have a fitted effect of over 55% in size; some results filed as inactive show a strong effect at the top dose; inactives centre near -15; many of its hits are not listed in these tables
Target sequence (Q03431 whole entry, looked up): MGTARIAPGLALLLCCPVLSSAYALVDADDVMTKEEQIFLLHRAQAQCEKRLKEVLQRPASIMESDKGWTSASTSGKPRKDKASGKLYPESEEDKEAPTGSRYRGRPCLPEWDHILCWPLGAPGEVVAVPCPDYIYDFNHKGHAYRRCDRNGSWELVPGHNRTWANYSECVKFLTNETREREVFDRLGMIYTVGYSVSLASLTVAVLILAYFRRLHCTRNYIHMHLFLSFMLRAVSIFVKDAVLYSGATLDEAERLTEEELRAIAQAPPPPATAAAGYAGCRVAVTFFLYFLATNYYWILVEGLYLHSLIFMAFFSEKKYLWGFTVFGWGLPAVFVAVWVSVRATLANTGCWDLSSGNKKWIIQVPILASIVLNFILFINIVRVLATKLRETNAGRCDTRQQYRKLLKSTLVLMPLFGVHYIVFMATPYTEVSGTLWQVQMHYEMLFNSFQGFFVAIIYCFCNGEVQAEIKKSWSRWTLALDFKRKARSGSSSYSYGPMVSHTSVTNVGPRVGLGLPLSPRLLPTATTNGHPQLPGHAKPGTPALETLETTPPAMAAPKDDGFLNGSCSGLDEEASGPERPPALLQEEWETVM
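HEK-293-derived GP2 cells expressing PTHR1 and a GloSensor cAMP reporter, 3,000/well, plated overnight, given luciferin plus IBMX (each 0.5 mM as added) for 1 h at 37 °C, then compound for 1 h at 37 °C. Luminescence was read after 15 min at room temperature.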
MmCpn inh = inhibitors of Methanococcus maripaludis chaperonin (MmCpn); purified Mm-Cpn ATPase, ADP Transcreener TR-FRET; Potency, µM (top dose mostly 76.9 µM), for the others: at the top dose activity, negative = inhibition, hits mostly inhibitors; actives 0.031% (n = 330,000); AID 504842; note: potency is the fitted concentration of half-maximal effect; % is set by controls: 0 for no effect and ±100 for the full control effect; nearly all actives have a fitted effect of over 80% in size
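Eu-cryptate anti-ADP/ADP-d2 competition gives a ratio inversely related to ADP. Enzyme at 25 nM was pre-exposed to compound for 10 min, then given 10 uM ATP for 30 min, 37°C throughout.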
Abeta rescue = A-beta toxicity reversal in yeast; actives 0.063% (n = 410,000); yeast expressing A-beta42, growth rescue, OD600, 48 h; response scale: 0% DMSO, 100% iron-clioquinol control; AID 1347071; Potency, µM (highest dose often 46.1 µM), for the others: at the highest dose growth rescue, actives largely listed as activators; note: potency is the fitted concentration of half-maximal effect; nearly all actives have a fitted effect of over 55% in size
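Growth rescue measured by 600 nm absorbance after 48 h yeast culture at 30 C with compound. Values normalized between DMSO and an equimolar ferric chloride plus clioquinol control.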
Akt phos inh = inhibitors of Akt phosphorylation. Neuro2A IGF-stimulated pAkt S473 HTRF, 20 min; hits give low values. activity change, % for hits at 50 µM. actives 0.32% (n = 360,000). AID 651550; in the data active = activity change below about -80%; inconclusive = mostly about -51% to -80%; note: % is set by controls: 0 for no effect and ±100 for the full control effect
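Neuro2A cells in DMEM with 0.5% FBS, overnight at 37 deg C, given compound at single 50 µM final, then IGF (6 nM final) for 20 min at 37 deg C. Lysed; phospho-Akt Ser473 by HTRF after 24 h, 665/615 ratio.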
Active calls of the source: *; i = inactive; ? = inconclusive; . = no result given; & = joins results of further samples; [ ] = remark or other dose. Unless noted, calls come from the whole dose curve; as a rule, active = well fitted curve in the direction sought with a large enough effect; inconclusive = small, poorly fitted or top-dose-only effect, or another doubt; inactive = no such curve, though single readings can be large; an effect the other way counts as inactive or inconclusive.

compound	TDP-43 yeast inh	GLP-1R inv ag	aSyn yeast inh	GLP1R cytotox	FUS yeast rescue	PTHR1 ag	MmCpn inh	Abeta rescue	Akt phos inh
CCC(C)N(C)C1CCN(C(=S)Nc2ccc(OC)cc2)CC1 (configuration not stated)	-18%	-5%	-1%	3%	18%	-4%	-1%	-15%	i
O=C(COc1nsnc1N1CCOCC1)Nc1ccc(Br)cc1	16%	?	2%	0%	4%	-32%[inhibitor]	?	11%	i
COc1ccc([C@@]2(O)c3c(ccc(CC=C(C)C)c3O)NC(=O)[C@@H]2OC)cc1	19%	?	13%	1%	?	-9%	1%	0%	i
O=C(CSc1ccc2nnc(-c3ccccn3)n2n1)N1CCOCC1	15%	-17%	4%	-7%	1%	-12%	0%	-6%	i
O=C(CSc1nc2ccccc2o1)Nc1nccs1	11%	?	-1%	?	-27%	i	1%	-10%	i
COc1ccc(CC(=O)OCC(=O)NCc2ccc3c(c2)OCO3)cc1OC	8%	-7%	-9%	-3%	9%	i	1%	6%	i
Cc1ccc(C2(c3noc(CN4CCOCC4)n3)CCCC2)cc1	3%	3%	0%	3%	-23%	i	-8%	2%	i
O=C(N/N=C/c1ccco1)c1cc(-c2ccccc2)n[nH]1	9%	96%[activator]	2%	-1%	10%	i	-1%	12%	i
COCCN(C(=S)Nc1ccc(OC)c(Cl)c1)C1CCN(C(C)C)CC1	16%	?	-5%	?	29%	i	-1%	-16%	i
CN1CCc2c(sc3nc(NCCO)n(-c4cccc(Cl)c4)c(=O)c23)C1	1%	-3%	3%	-1%	14%	3%	-4%	12%	i
COc1cc(C(=O)OCC(=O)Nc2cc(C)on2)ccc1OCc1ccccc1Cl	-6%	9%	-7%	-11%	16%	-8%[57.5 µM]	0%	-2%	i
CN(C)CCCN(C(=O)c1ccc(C(=O)c2ccccc2)cc1)c1nc2c(F)cccc2s1	-11%	?	4%	-15%	16%&33%	-23%	2%	5%	i
COc1ccccc1N(CC(=O)NCc1ccccc1)S(C)(=O)=O	4%	0%	-7%	13%	10%	-13%[57.5 µM]	-1%	0%	i
CCOc1ccccc1CNCCN1CCOCC1	-25%	7%	-5%	0%	20%	-9%[57.5 µM]	1%	-1%	i
Cn1c2ccccc2c(=O)c2ccc(NCCc3cccs3)cc21	?	-24%	?	42%[activator]	7%	-41%	0%	-2%	i
O=C(Nc1ccccn1)c1cc2ccccc2cc1O	-9%	15%	-1%	52%[activator]	6%	-30%	0%	-7%	i
CC(C)Oc1ccc(C2NC(=O)c3ccccc3O2)cc1 (configuration not stated)	22%	1%	-7%	7%	13%	-5%	1%	20%	i
CC1CCCCN1CCNC(=O)c1cc2c(-c3ccccc3F)nn(C)c2s1 (configuration not stated)	21%	?	4%	-13%	16%	i	-2%	3%	i
CCCCOC(=O)NC1CCS(=O)(=O)C1 (configuration not stated)	17%	-7%	2%	-8%	16%	-25%	2%	1%	i
CC(C)CCNC(=O)C1CCC(=O)N1C(C)C (configuration not stated)	-14%	2%	-2%	8%	5%	-9%[57.5 µM]	3%	-17%	i
CCCC1c2ccsc2CCN1C(=S)NC (configuration not stated)	-13%	?	-1%	-5%	10%	-9%	3%	11%	i
CCOc1cc(C(=O)NC(C)c2ccncc2)cc(OCC)c1OCC (configuration not stated)	-1%	-5%	1%	1%	20%	-8%[57.5 µM]	3%	9%	i
COc1ccccc1C(=O)COC(=O)CNS(=O)(=O)c1ccc(NC(C)=O)cc1	-5%	26%	-7%	3%	21%	-60%[inhibitor]	1%	-7%	i
CCN(CC)C(=O)c1cccc(-c2csc(C(NC(C)=O)c3ccc(F)c(F)c3)n2)c1 (configuration not stated)	24%	16%	0%	-4%	17%	-8%	.	-2%	i
CC(Oc1ccc(Cl)cc1Cl)C(=O)N(Cc1ccco1)C1CCS(=O)(=O)C1 (configuration not stated)	11%	?	-4%	-17%	27%	i	-3%	16%	i
O=C(Nc1cccc(-c2nn[nH]n2)c1)c1ccc(Cl)s1	4%	16%	0%	0%	14%	-5%	-3%	7%	i
Cc1ccc(S(=O)(=O)N2c3ccccc3NC(=O)CC2C)cc1 (configuration not stated)	5%	0%	4%	-3%	25%	-2%	0%	25%	i
CC(C)COc1ccc(C(=O)Nc2sc3c(c2C(=O)O)CC(C)(C)OC3)cc1	-6%	11µM*	5%	-23%	-8%	-32%[inhibitor]	-5%	-10%	i
COCCNC(=O)CCCN1C(=O)CCn2nc(-c3cccn3C)cc21	?	6%	.	10%	-2%	i	.	2%	.
Cc1ccc(C)c(NC(=S)c2ccc3ccccc3n2)c1	13%	5.6µM*	0%	2.8µM*	8%	-13%	-4%	9%	i
COc1ccc(C2=NN(CN3C(=O)C(=O)c4ccccc43)C(c3ccc(OC)cc3)C2)cc1 (configuration not stated)	-14%	14%	-3%	-2%	19%	-25%	-7%	-18%	i
COC(=O)/C(C#N)=C\c1c(OC)[nH]c2ccccc12	-3%	-18%	-8%	?	5%	-43%[inhibitor]	-1%	5%	i
CC(=O)Nc1ccc(Oc2nc(C)cc(C)n2)cc1	15%	-1%	0%	1%	23%	i	2%	7%	i
Cc1ncnc(N)c1CCCNc1ccccc1	-7%	10%	-2%	8%	.	3%	.	5%	i
Cc1cccc(NC(=O)c2cccc(S(=O)(=O)NCc3ccccc3)c2)n1	-24%	-38%	5%	-4%	7%	-46%[inhibitor]	0%	8%	i
CC(=O)c1ccc(NC(=O)Cn2c(=O)c3cccn3c3ccccc32)cc1	19%	0%	.	-6%	20%	-9%	.	-4%	.
O=S(=O)(c1ccccc1C(F)(F)F)N1C=CC(C(F)(F)F)=NCC1	10%	-4%	1%	0%	7%	-14%	1%	7%	i
O=C1NC(=Nc2ccccc2)CS1	4%	17%	-4%	10%	-3%	-14%	1%	5%	i
O=S(=O)(c1cc(Cl)sc1Cl)N1CCCC1	26%	-4%	6%	-6%	-8%	-4%	0%	12%	i
CCCCOc1ccc(-c2cn3ccccc3n2)cc1[N+](=O)[O-]	-4%	?	-19%	-1%	-5%	-22%	-1%	-16%	i

One compound at a time, as listed above. Order of screens: TDP-43 yeast inh | GLP-1R inv ag | aSyn yeast inh | GLP1R cytotox | FUS yeast rescue | PTHR1 ag | MmCpn inh | Abeta rescue | Akt phos inh
Cc1ccc(S(=O)(=O)N2c3ccccc3NC(=O)CC2C)cc1 (configuration not stated) is entered as 5% | 0% | 4% | -3% | 25% | -2% | 0% | 25% | i
CC(Oc1ccc(Cl)cc1Cl)C(=O)N(Cc1ccco1)C1CCS(=O)(=O)C1 (configuration not stated) is entered as 11% | ? | -4% | -17% | 27% | i | -3% | 16% | i

(listing goes on)
compound	TDP-43 yeast inh	GLP-1R inv ag	aSyn yeast inh	GLP1R cytotox	FUS yeast rescue	PTHR1 ag	MmCpn inh	Abeta rescue	Akt phos inh
N#Cc1c(CSCC(=O)O)cc(=O)n2c1[nH]c1ccccc12	9%	19%	1%	-8%	-14%	i	-2%	-21%	i
CCCCc1nc(SCC(=O)Nc2cc(C)on2)n[nH]1	-21%	-29%	1%	-10%	3%	-5%[57.5 µM]	0%	5%	i
O=C(CSc1nnc2ccccn12)Nc1ccccc1Cl	1%	2%	1%	8%	1%	i	-1%	11%	i
COC(=O)c1sccc1NC(=O)Nc1ccccc1OC	28%	10%	-4%	0%	8%	-22%	1%	-3%	i
Cc1ccc(N2CC(C(=O)Nc3nc4ccc(S(C)(=O)=O)cc4s3)CC2=O)cc1C (configuration not stated)	-4%	-18%	1%	19%	30%	-7%	0%	-2%	i
CCOc1ccc(NC(=O)CSC2=Nc3ccccc3C3=NC(CC(=O)NCc4cccs4)C(=O)N23)cc1 (configuration not stated)	27%	?	.	11%	21%	-34%[inhibitor]	.	12%	.
CCCC(C)C(=O)OCC(=O)Nc1c(Br)cc(C)cc1Br (configuration not stated)	1%	0%	4%	3%	.	i	0%	5%	i
CCOC(=O)C1=NOC(CNC(=O)c2ccccc2Cl)C1 (configuration not stated)	1%	-3%	10%	-8%	-27%	-8%	-1%	-6%	i
O=C1CC/C=C\C[C@@H](CC(=O)N(CCO)Cc2ccccc2)C(=O)N[C@H](Cc2c[nH]c3ccccc23)CO1	25%	-16%	-6%	-5%	5%	-1%	1%	-16%	i
O=C(c1ccc([N+](=O)[O-])cc1)N1C=CC(C(F)(F)F)=NCC1	4%	12%	-1%	-4%	6%	-16%	2%	-10%	i
COC(=O)c1ccc(/C=N/NC(=O)CC(=O)NC(C)C)cc1	-4%	0%	-6%	4%	-1%	5%[57.5 µM]	2%	6%	i
O=C(/C=C/c1cccs1)NCc1cccs1	6%	-6%	3%	3%	-2%	-18%	.	3%	i
CC(C)n1c(N2CCN(C(=O)NCc3ccccc3)CC2)nc2ccccc21	0%	-10%	-10%	-18%	5%	-26%	-1%	5%	i
CCCNC(=O)C(Cc1ccccc1)NS(=O)(=O)c1ccc2c(c1)CCC(=O)N2 (configuration not stated)	8%	8%	-7%	0%	-9%	i	2%	5%	i
COc1ccc(C(=O)NC(C)C2CC3CCC2C3)c(OC)c1 (configuration not stated)	18%	10µM*	1%	3%	13%	i	-1%	-4%	i

This is a subset; rates above refer to the full screens.
